POLH inh – qHTS for Inhibitors of Polymerase Eta. actives 1.2% (n = 390,000). recombinant Pol eta, fluorescent DNA replication assay. Potency, µM (highest dose often 114 µM), inactives show at the top dose activity change, negative = inhibition, most hits filed as inhibitors. DNA polymerase eta (Homo sapiens), Q9Y253. AID 588591, 2011; also: potency is read from the fitted curve at half-maximal effect; % is scaled to controls: 0 for no effect and ±100 for the full control effect
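Pol eta (10 nM) was preincubated with compounds for 15 min at room temperature, after which fluorescent replication substrate (50 nM final) was added to start the reaction. Fluorescence was read kinetically at 0 and 10 min.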
APEX1 inh – qHTS Assay for Inhibitors of the Human Apurinic/apyrimidinic Endonuclease 1 (APE1); DNA repair nuclease/redox regulator APEX1 (Homo sapiens), P27695; recombinant APE1, TAMRA/BHQ-2 abasic DNA cleavage fluorescence; Potency, µM (series often up to 65.8 µM), inactives show at the highest dose activity change, negative = inhibition, actives largely listed as inhibitors; actives 0.35% (n = 350,000); AID 2517, 2012;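 also: potency is read from the fitted curve at half-maximal effect; plate controls were vehicle for no effect and reference inhibitor for full effect; nearly all actives have a fitted effect of over 55% in size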
Target sequence (P27695 whole entry, looked up): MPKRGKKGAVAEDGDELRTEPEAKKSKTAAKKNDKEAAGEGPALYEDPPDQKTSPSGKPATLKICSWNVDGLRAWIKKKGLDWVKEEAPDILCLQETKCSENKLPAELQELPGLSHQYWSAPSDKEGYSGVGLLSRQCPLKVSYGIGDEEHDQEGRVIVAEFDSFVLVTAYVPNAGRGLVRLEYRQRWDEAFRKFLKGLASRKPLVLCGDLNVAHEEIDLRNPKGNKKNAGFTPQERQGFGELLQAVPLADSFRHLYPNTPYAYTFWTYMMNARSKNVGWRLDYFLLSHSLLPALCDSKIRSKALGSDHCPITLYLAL
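APE1 at 0.75 nM preincubated 15 min at room temperature with compound. Reaction then started with 50 nM double-stranded THF-abasic substrate labelled with TAMRA/BHQ-2, and 525/598 nm fluorescence read kinetically. Activity taken as third-minus-first read difference, normalized to DMSO and NSC13755 controls.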
Anesthetic bind – qHTS Assay for Identification of Novel General Anesthetics. Ferritin light chain (Equus caballus), P02791. apoferritin/1-aminoanthracene competitive binding, fluorescence. Potency, µM (top dose mostly 77.5 µM), for the others: top-dose activity change, negative = displacement, usual class: inhibitors. actives 0.074% (n = 350,000). AID 485281, 2010; also: potency is read from the fitted curve at half-maximal effect; % is scaled to controls: 0 for no effect and ±100 for the full control effect; nearly all actives have a fitted effect of over 20% in size
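Concentration-response curves derived by four-parameter Hill fitting of normalized fluorescence, where compounds displaced 1-AMA from 10 uM horse apoferritin following a brief 10 min room-temperature incubation; propofol titration acted as positive control.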
RGS4 inh – Inhibitors of Regulator of G Protein Signaling (RGS) 4: qHTS | Transcreener GDP fluorescence polarization, RGS4-accelerated GTP hydrolysis | Potency, µM (doses to about 114 µM), for the others: at the highest dose activity change, negative = inhibition, most hits filed as inhibitors | actives 0.039% (n = 390,000); also: potency is read from the fitted curve at half-maximal effect; % is scaled to controls: 0 for no effect and ±100 for the full control effect; nearly all actives have a fitted effect of over 75% in size; some results filed as inactive show a strong effect at the top dose
Target sequence (P49798 whole entry, looked up): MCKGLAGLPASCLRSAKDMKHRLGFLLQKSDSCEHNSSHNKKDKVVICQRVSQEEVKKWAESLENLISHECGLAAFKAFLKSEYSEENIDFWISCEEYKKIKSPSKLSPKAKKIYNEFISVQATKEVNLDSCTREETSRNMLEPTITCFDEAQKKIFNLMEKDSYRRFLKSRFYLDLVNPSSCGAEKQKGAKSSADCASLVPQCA
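MLSMR compounds (23 nl, pin-transferred) preincubated 10 min at room temperature with a 500nM (2x) first reagent, then RGS4 at 900nM (2x) plus Transcreener GDP mix added; fluorescence polarization (620/688 nm) read before and after 90 min at 30 °C.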
POLK inh – qHTS for Inhibitors of Polymerase Kappa. DNA polymerase kappa (Homo sapiens), Q9UBT6. purified Pol kappa, fluorescent DNA synthesis assay, 10 min. Potency, µM (titrated, usually from 107 µM), for the others: at the highest dose activity, negative = inhibition, actives largely listed as inhibitors. actives 0.53% (n = 400,000); also: potency is read from the fitted curve at half-maximal effect; % is scaled to controls: 0 for no effect and ±100 for the full control effect
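First, compounds were pin-transferred onto 10 nM Pol kappa. After 15 min at room temperature, substrate was added to 50 nM final. Fluorescence was then measured kinetically at 0 and 10 min.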
ERG-DNA inh – qHTS for Small Molecule Inhibitors of the ERG Ets/DNA interaction. Potency, µM (doses to about 76.9 µM), inactives show at the highest dose FP activity, negative = inhibition, usual class: inhibitors. Transcriptional regulator ERG (Homo sapiens), P11308. actives 0.028% (n = 370,000). fluorescence polarization, His-ERG Ets domain / labelled DNA. AID 624246, 2012; active = well fitted inhibition curve with a large enough effect in the polarisation, with a control signal flat; inconclusive = small, poorly fitted or top-dose-only effect, or effect the other way, or a change in a side signal; inactive = no such curve, though single readings can be large or run the other way; the % refers to the polarisation;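 also: polarization taken with two DNA probes labelled with fluorescein and Texas red; potency is read from the fitted curve at half-maximal effect; % of control where 0% means no effect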
Target sequence (P11308 whole entry, looked up, the tested form may be a part): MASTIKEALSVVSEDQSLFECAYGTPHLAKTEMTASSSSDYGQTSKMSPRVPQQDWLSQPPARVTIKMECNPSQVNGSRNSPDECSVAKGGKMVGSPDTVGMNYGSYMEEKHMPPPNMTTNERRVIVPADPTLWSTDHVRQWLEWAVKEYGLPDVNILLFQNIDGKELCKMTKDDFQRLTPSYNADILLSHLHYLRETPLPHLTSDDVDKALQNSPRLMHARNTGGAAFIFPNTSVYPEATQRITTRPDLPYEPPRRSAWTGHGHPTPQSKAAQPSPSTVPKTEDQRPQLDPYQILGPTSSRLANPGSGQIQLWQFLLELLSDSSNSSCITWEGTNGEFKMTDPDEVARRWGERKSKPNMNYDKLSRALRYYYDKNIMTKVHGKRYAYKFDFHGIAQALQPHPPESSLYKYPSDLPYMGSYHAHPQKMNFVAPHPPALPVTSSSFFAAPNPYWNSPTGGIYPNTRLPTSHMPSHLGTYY
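His-tagged ERG Ets domain (1 uM in the protein solution; 300mM KCl, 50mM Tris-HCl, 1mM EDTA, 1mM DTT, pH 7.5) received compound, then a probe mix of 5 nM fluorescein-DNA and 100nM Texas-615-DNA. Fluorescence polarization was read for both dyes.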
12-LOX inh – Primary qHTS assay for inhibitors of human arachidonate 12S-lipoxygenase (ALOX12): Round 2. actives 1.1% (n = 580,000). AID 1671190, 2021. purified 12hLO, xylenol orange hydroperoxide absorbance. Polyunsaturated fatty acid lipoxygenase ALOX12 (Homo sapiens), P18054. Potency, µM (titrated, usually from 108 µM), for the others: at the top dose activity change, negative = inhibition, usual class: inhibitors; also: potency is read from the fitted curve at half-maximal effect; % is scaled to controls: 0 for no effect and ±100 for the full control effect
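Purified human 12hLO at 150 nM in 25 mM Hepes, 0.01% Triton X-100, pH 7.0, preincubated 15 min at room temperature with compound. Reaction started with 40 uM arachidonic acid, 30 min at room temperature. Hydroperoxide measured by Fe-xylenol orange, 573/405 nm absorbance ratio.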
LDHA inh – qHTS assay for inhibitors of human lactate dehydrogenase; AID 1347041, 2019; L-lactate dehydrogenase A chain (Homo sapiens), P00338; activity change, % (values are at about 110 or 230 µM); actives 0.15% (n = 480,000); purified LDHA, NADH/diaphorase-resazurin fluorescence; stronger effect = lower value; in the data active = activity change below about -30%; inconclusive = mostly about -25% to -30%;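 also: plate controls were DMSO wells for no effect and wells without enzyme for full effect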
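Remaining NADH was detected by diaphorase (0.133 mg/mL) converting 37 µM resazurin to fluorescent resorufin, read at 0 and 20 minutes. The preceding 5-minute room-temperature reaction used 2 nM LDHA, 0.2 mM sodium pyruvate and 0.06 mM NADH at pH 7.4.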
Pol beta inh – qHTS Assay for Inhibitors of DNA Polymerase Beta; Pol beta primer extension/strand displacement, fluorescence kinetic; actives 1.3% (n = 340,000); P06746; AID 485314, 2010; Potency, µM (top dose mostly 114 µM), for inactives: at the top dose activity change, negative = inhibition, actives largely listed as inhibitors; also: potency is read from the fitted curve at half-maximal effect; % is scaled to controls: 0 for no effect and ±100 for the full control effect
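Reaction started by 50 nM substrate onto compound-treated Pol beta (10 nM, 15 min preincubation, room temperature); plates read at 0 min and 10 min. Normalized concentration-effect data fitted by four-parameter Hill equation.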
* marks the source's active call; other numbers are inactive results; u = inconclusive; x = not tested or not shown; [ ] = another dose, or the depositor's remark. Unless noted, calls follow the shape of the dose curve; as a rule, active = well fitted curve in the direction sought with a large enough effect; inconclusive = small, poorly fitted or top-dose-only effect, or another doubt; inactive = no such curve, though single readings can be large; an effect the other way counts as inactive or inconclusive.

The first 8 compounds, to show the layout:
SMILES	POLH inh	APEX1 inh	Anesthetic bind	RGS4 inh	POLK inh	ERG-DNA inh	12-LOX inh	LDHA inh	Pol beta inh
COc1ccc(-c2cc(C(=O)Nc3cccc(C(C)=O)c3)no2)cc1	-15%	16%	-5%	-18%	-6%	0%	8%	0	25%
O=C(COC(=O)c1ccc(S(=O)(=O)N2CCCC2)cc1)Nc1cccc(Cl)c1	-14%	37%[activator]	x	-15%	-4%	14%	-9%	-8	x
CCOc1ccccc1C(=O)Nc1nn[nH]n1	-14%	0%	1%	3%	-11%	4%	u	-9	13%
COC(=O)c1c(N)c(C#N)c2n1CCCCC2	-8%	24%	-10%	1%	9%	4%	21%	1	-7%
COc1cccc(/C=N/NC(=O)CCCC(=O)Nc2ccc(Br)cc2)c1	-23%	-1%	-17%	9%	-3%	0%	10%	1	6%
CC1(C)Cc2c(sc3ncn4nc(CCC(=O)O)c(=O)nc4c23)CO1	7%	18%	-8%	8%	-3%	-1%	u	-3	45%
O=C1N[C@@H](c2ccccc2)COC(=O)[C@H](Cc2ccc(F)cc2)CC/C=C/C[C@H]1CC(=O)N(CCO)Cc1ccccc1	-9%	9%	x	2%	-16%	-13%	u	-3	x
COc1ccccc1C(=O)Nc1ccc(S(=O)(=O)N2CCCCC2)cc1	-10%	-13%	3%	-11%	1%	-6%	-5%	-2	51%

The listing, repeating the preview:
SMILES	POLH inh	APEX1 inh	Anesthetic bind	RGS4 inh	POLK inh	ERG-DNA inh	12-LOX inh	LDHA inh	Pol beta inh
COc1ccc(-c2cc(C(=O)Nc3cccc(C(C)=O)c3)no2)cc1	-15%	16%	-5%	-18%	-6%	0%	8%	0	25%
O=C(COC(=O)c1ccc(S(=O)(=O)N2CCCC2)cc1)Nc1cccc(Cl)c1	-14%	37%[activator]	x	-15%	-4%	14%	-9%	-8	x
CCOc1ccccc1C(=O)Nc1nn[nH]n1	-14%	0%	1%	3%	-11%	4%	u	-9	13%
COC(=O)c1c(N)c(C#N)c2n1CCCCC2	-8%	24%	-10%	1%	9%	4%	21%	1	-7%
COc1cccc(/C=N/NC(=O)CCCC(=O)Nc2ccc(Br)cc2)c1	-23%	-1%	-17%	9%	-3%	0%	10%	1	6%
CC1(C)Cc2c(sc3ncn4nc(CCC(=O)O)c(=O)nc4c23)CO1	7%	18%	-8%	8%	-3%	-1%	u	-3	45%
O=C1N[C@@H](c2ccccc2)COC(=O)[C@H](Cc2ccc(F)cc2)CC/C=C/C[C@H]1CC(=O)N(CCO)Cc1ccccc1	-9%	9%	x	2%	-16%	-13%	u	-3	x
COc1ccccc1C(=O)Nc1ccc(S(=O)(=O)N2CCCCC2)cc1	-10%	-13%	3%	-11%	1%	-6%	-5%	-2	51%
O=C1CN(C(=O)/C=C/c2ccccc2)CCN1	-9%	8%	2%	12%	3%	7%	0%	-6	0%
NS(=O)(=O)c1ccc(CNC(=O)c2ccc(NS(=O)(=O)c3ccc4[nH]c(=O)[nH]c4c3)cc2)cc1	-10%	17%	x	-10%	-24%	-3%	-18%	-12	x
C/C(=C\C(=O)c1ccc(C)cc1)Nc1cccc(O)c1	-7%	11%	-12%	-12%	u	-2%	-22%	7	31%
CCCCCc1nc2ccccc2c(=O)n1N	-7%	-1%	-19%	0%[11.4 µM]	-3%	9%	0%	-6	1%
CCOC(=O)CN(C(=O)COc1nc(-c2ccccc2)cc(C)c1C#N)c1ccccc1C	-12%	1%	3%	3%	4%	-12%	42%[activator]	-2	24%
O=C(Cn1c(=O)c2ccccc2n(CC(=O)Nc2ccccc2F)c1=O)NCCc1ccccc1	-3%	x	-6%	1%	2%	1%	-20%	2	34%[activator]
CCN(CC)S(=O)(=O)N1CCN(S(=O)(=O)N2CCOCC2)CC1	-21%	5%	-1%	14%	-6%	-5%	-33%	-3	0%
O=C(CCc1nnc2ccc(NCc3ccco3)nn12)N1CCN(c2ccccc2)CC1	45µM*	3%	-15%	29%[11.4 µM]	u	6%	7%	0	-18%
COCCN1C=C2C(=O)C(C)(OC(=O)c3cccs3)C(=O)C=C2C=C1CCCC(=O)OC (centres undefined)	-6%	-1%[12.4 µM]	2%	2%	-17%	-11%	-11%	-2	3%
CCCCOc1ccc(CSCCN)cc1Cl	-14%	4%	u	-2%	-7%	-2%	238%[activator]	-4	-9%
CC(C)CCNC(=O)C(c1ccco1)N(Cc1ccc(F)cc1)C(=O)c1snc(C(N)=O)c1N (centres undefined)	-10%	-3%	-18%	-19%	5%	10%	26%	1	-9%
Cc1nn(C)cc1S(=O)(=O)N1CCN(Cc2ccc(F)cc2Cl)CC1	-13%	5%	-5%	u	-4%	-9%	2%	-4	-14%

The final two records of the part before open the next one.
SMILES	POLH inh	APEX1 inh	Anesthetic bind	RGS4 inh	POLK inh	ERG-DNA inh	12-LOX inh	LDHA inh	Pol beta inh
CC(C)CCNC(=O)C(c1ccco1)N(Cc1ccc(F)cc1)C(=O)c1snc(C(N)=O)c1N (centres undefined)	-10%	-3%	-18%	-19%	5%	10%	26%	1	-9%
Cc1nn(C)cc1S(=O)(=O)N1CCN(Cc2ccc(F)cc2Cl)CC1	-13%	5%	-5%	u	-4%	-9%	2%	-4	-14%
Cc1ccc(-n2nnc(-c3cnc4ccccc4c3)n2)cc1	0%	4%	-20%	6%	-12%	-9%	u	1	10%
Cc1ccccc1NC(=O)CSc1nc(N)c(C#N)cc1C#N	2%	1%	-9%	13%	-16%	6%	0%	-10	7%
CCC[n+]1c(C)sc2c(OC)ccc(OC)c21	-21%	3%	-9%	u	-2%	-2%	u	-6	-14%
COc1cc(C(=O)N/N=C(\C)c2ccc3c(c2)OCO3)cc(OC)c1OC	-22%	3%	-14%	u	0%	-1%	3%	-5	-25%
CCCCN(Cc1ccccc1)C(=O)C1CCN(S(=O)(=O)c2c(C)noc2C)CC1	-1%	-1%	-7%	11%	-17%	-18%	1%	-5	19%
COc1ccc(CNC(=O)CCNS(=O)(=O)c2ccc(Br)s2)cc1	-5%	-4%	2%	-48%	0%	-5%	-1%	-5	u
CC(=O)Nc1ccc(OCC(O)CN2C(C)(C)CC(O)CC2(C)C)cc1 (centres undefined)	-7%	2%	-4%	14%	-20%	2%	0%	-4	31%
Cc1ccc(C(=O)NC(=S)Nc2cccc(-c3nc4ccccc4s3)c2)cc1	-5%	-3%	-10%	2%	-8%	-13%	u	-12	-1%
CCOc1ccc(N2C(=O)C3Sc4[nH]c(=O)sc4C(/C=C/c4ccccc4)C3C2=O)cc1 (centres undefined)	u	-1%	-19%	u	-19%	6%	u	5	u
O=C(NCCNC1CCCCC1)c1ccco1	u	28%	5%	-10%	-41%	14%	u	-7	10%
O=C(COC(=O)c1ccc2c(c1)OCO2)Nc1ccccc1OC(F)F	-14%	22%	x	-32%	-15%	-9%	3%	-10	x
O=C(CCCN1C(=O)/C(=C/c2ccccc2Cl)SC1=S)N1CCCC1	-16%	9%	u	-38%	-4%	10%	-19%	1	-2%
CC1(C)CC(NC(=O)C2CCCCC2C(=O)O)CC(C)(C)N1 (centres undefined)	6%	3%	-7%	10%	-9%	-2%	-17%	0	-1%
O=C(NC1(C(=O)O)CCCC1)c1ccccc1	-2%	x	x	-13%	-2%	3%	-7%	-6	x
CCCCn1c(=N)n(CCOc2ccccc2OC)c2ccccc21	-9%	x	9%	4%	-6%	2%	-23%	-10	19%
O=C(CCN1C(=O)C2CC=CCC2C1=O)Nc1ccc(S(=O)(=O)N2CCCCC2)cc1 (centres undefined)	-10%	9%	x	2%	-14%	1%	-2%	-1	x
C/C(=N\Nc1nc2ccccc2[nH]1)c1ccc([N+](=O)[O-])cc1	u	0%	-17%	-21%	-8%	3%	0%	1	u
Cc1ccc(C)c2nc(SCC(=O)NCc3cccs3)c(C#N)cc12	7%	-4%	-6%	11%	-4%	x	4%	-7	-11%
COc1ccc(C(CNC(=O)c2ccc(-c3cccc(C(F)(F)F)c3)o2)N2CCOCC2)cc1 (centres undefined)	-13%	1%	x	8%	-7%	-2%	u	-7	x
CC(C)(C)NC(=O)COC(=O)c1nsc(Cl)c1Cl	1%	3%	-8%	19%	0%	-10%	0%	-6	-2%
OC(CNCC1COc2ccccc2O1)COc1ccc(Cl)cc1 (centres undefined)	-18%	4%	u	5%	-8%	-4%	0%	-11	23%
COc1ccc(NC(=O)c2ccc(-c3csc(C)n3)cc2)cc1	-10%	10%	0%	-10%	-12%	-3%	-3%	-3	3%
COc1ccc(CN(Cc2nc3ccccc3c(=O)[nH]2)C(=O)C(C)(C)C)cc1	1%	-1%	-6%	-45%	-15%	-3%	3%	-3	4%

Some of the compounds tested; rates above refer to the full screens.
